Screening data from PubChem.
BLM inh: blocks DNA unwinding by human BLM helicase | Potency, µM (top dose mostly 56.1 µM), for inactives: top-dose activity change, negative = inhibition, hits mostly inhibitors | P54132 | AID 2528 | recombinant BLM DNA unwinding, fluorescence dequenching | hit rate 0.2% among 350,000;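 note: potency is the fitted concentration of half-maximal effect; plate controls were vehicle for no effect and no enzyme for full effect; nearly all actives have a fitted effect of over 35% in size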
APEX1 inh: blocks human APE1 abasic DNA cleavage. recombinant APE1, TAMRA/BHQ-2 abasic DNA cleavage fluorescence. Potency, µM (series often up to 65.8 µM), inactives show at the highest dose activity change, negative = inhibition, actives largely listed as inhibitors. hit rate 0.35% among 350,000. AID 2517;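 note: potency is the fitted concentration of half-maximal effect; plate controls were vehicle for no effect and reference inhibitor for full effect; nearly all actives have a fitted effect of over 55% in size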
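Compound pre-exposure to 0.75 nM APE1, 15 min at ambient temperature. Reaction initiated with 50 nM TAMRA/BHQ-2 THF substrate, read immediately in kinetic mode, 525 nm excitation, 598 nm emission.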
RXFP1 antagonist: blocks the human relaxin receptor RXFP1 | AID 1259400 | HEK293-RXFP1, relaxin-stimulated cAMP HTRF, 30 min; stronger effect = lower value | Q9HBX9 | activity change, negative = inhibition, % at 57.5 µM | hit rate 0.59% among 350,000;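 active = activity change of -60% or lower, but not beyond a set lower limit; inconclusive = change between -60% and -40%, or beyond the set limit; inactive = change above -40%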; note: % is set by controls: 0 for no effect and ±100 for the full control effect
POLI inh: inhibitors of human DNA polymerase iota | Pol iota fluorescent replication assay, 10 min | hit rate 1% among 390,000 | Potency, µM (highest dose often 115 µM), for inactives: top-dose activity, negative = inhibition, actives largely listed as inhibitors; note: potency is the fitted concentration of half-maximal effect
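Pol iota at 10 nM preincubated 15 min with compounds at room temperature; reaction started with fluorescent substrate, 50 nM final. Fluorescence read kinetically at 0 and 10 min; buffer-only wells as negative control.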
Pol beta inh: blocks human DNA polymerase beta activity; Potency, µM (top dose mostly 114 µM), without a hit: at the highest dose activity change, negative = inhibition, hits mostly inhibitors; P06746; Pol beta primer extension/strand displacement, fluorescence kinetic; AID 485314; hit rate 1.3% among 340,000; note: potency is the fitted concentration of half-maximal effect; % is set by controls: 0 for no effect and ±100 for the full control effect
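Human Pol beta at 10 nM; strand-displacement substrate 50 nM final. Compound exposure 15 min at room temperature before start, reaction 10 min at room temperature.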
Tb PGK inh: inhibitors of T. brucei phosphoglycerate kinase; AID 602233; P07378; hit rate 0.043% among 380,000; Potency, µM (top dose mostly 57.5 µM), without a hit: top-dose activity change, negative = inhibition, actives largely listed as inhibitors; PGK/GAPDH coupled, Kinase-Glo luminescence, 60 min; note: potency is the fitted concentration of half-maximal effect; % is set by controls: 0 for no effect and ±100 for the full control effect; nearly all actives have a fitted effect of over 60% in size
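Luminescent ATP detection (Kinase-Glo Plus) follows a 60-minute room-temperature incubation, with wells lacking PGK as controls. Buffer: 100 mM TEA (pH 7.6), 5 mM MgCl2, 0.01% Tween-20. Coupling enzyme GAPDH (100 nM final) supplies unstable 1,3-BPG in-well.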
POLK inh: DNA polymerase kappa (human) inhibition; Potency, µM (series often up to 107 µM), for inactives: top-dose activity, negative = inhibition, usual class: inhibitors; purified Pol kappa, fluorescent DNA synthesis assay, 10 min; hit rate 0.53% among 400,000; Q9UBT6; note: potency is the fitted concentration of half-maximal effect; % is set by controls: 0 for no effect and ±100 for the full control effect
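Kinetic fluorescence screen: compound preincubated 15 min RT with 10 nM enzyme; 50 nM substrate (final) initiates; reads at 0/10 min.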
Anesthetic bind: binds horse apoferritin like a general anesthetic | P02791 | apoferritin/1-aminoanthracene competitive binding, fluorescence | Potency, µM (titrated, usually from 77.5 µM), inactives show at the top dose activity change, negative = displacement, usual class: inhibitors | hit rate 0.074% among 350,000 | AID 485281; note: potency is the fitted concentration of half-maximal effect; % is set by controls: 0 for no effect and ±100 for the full control effect; nearly all actives have a fitted effect of over 20% in size
Target sequence (P02791 2-175 limits assumed): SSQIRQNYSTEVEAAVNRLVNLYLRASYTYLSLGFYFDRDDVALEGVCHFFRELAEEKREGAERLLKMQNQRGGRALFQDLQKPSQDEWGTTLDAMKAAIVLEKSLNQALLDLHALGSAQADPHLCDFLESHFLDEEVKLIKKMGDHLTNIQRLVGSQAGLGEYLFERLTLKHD
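Horse-spleen apoferritin (10 uM) in 50% saturated 1-aminoanthracene in PBS was incubated 10 min at room temperature with compound. Fluorescence (ex 380, em 535 nm) was normalized to free and bound 1-AMA, with concentration-response fitted by a four-parameter Hill equation.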
POLH inh: DNA polymerase eta (human) inhibition | Q9Y253 | recombinant Pol eta, fluorescent DNA replication assay | Potency, µM (top dose mostly 114 µM), inactives show at the highest dose activity change, negative = inhibition, hits mostly inhibitors | hit rate 1.2% among 390,000 | AID 588591; note: potency is the fitted concentration of half-maximal effect; % is set by controls: 0 for no effect and ±100 for the full control effect
Target sequence (Q9Y253 whole entry, looked up): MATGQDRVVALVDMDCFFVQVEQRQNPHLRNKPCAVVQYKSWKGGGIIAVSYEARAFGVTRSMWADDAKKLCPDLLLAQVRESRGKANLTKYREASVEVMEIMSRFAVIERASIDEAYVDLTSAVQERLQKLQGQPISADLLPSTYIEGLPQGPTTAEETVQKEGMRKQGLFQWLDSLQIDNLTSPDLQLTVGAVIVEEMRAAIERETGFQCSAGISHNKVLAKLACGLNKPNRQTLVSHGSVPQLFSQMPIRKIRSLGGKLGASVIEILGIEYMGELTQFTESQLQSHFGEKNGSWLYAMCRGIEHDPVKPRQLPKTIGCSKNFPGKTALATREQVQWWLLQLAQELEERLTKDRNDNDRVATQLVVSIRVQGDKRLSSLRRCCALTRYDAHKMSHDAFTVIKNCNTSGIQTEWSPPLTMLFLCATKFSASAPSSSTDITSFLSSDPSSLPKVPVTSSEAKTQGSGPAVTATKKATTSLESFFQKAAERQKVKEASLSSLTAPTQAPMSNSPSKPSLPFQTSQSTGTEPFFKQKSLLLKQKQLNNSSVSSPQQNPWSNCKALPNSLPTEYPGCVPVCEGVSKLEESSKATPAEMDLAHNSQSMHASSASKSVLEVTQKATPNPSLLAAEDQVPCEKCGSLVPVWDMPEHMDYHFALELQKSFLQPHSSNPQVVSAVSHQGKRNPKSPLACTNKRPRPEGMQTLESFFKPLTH
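Pol eta at 10 nM preincubated with compounds 15 min at room temperature; reaction started with fluorescent substrate (50 nM final) and read kinetically at 0 and 10 min.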
Numbers without * were called inactive; i = inactive; ? = inconclusive; nt = not tested or not shown; & = joins results of further samples; [ ] = another dose, or the depositor's remark. Unless noted, calls come from the whole dose curve; as a rule, active = well fitted curve in the direction sought with a large enough effect; inconclusive = small, poorly fitted or top-dose-only effect, or another doubt; inactive = no such curve, though single readings can be large; an effect the other way counts as inactive or inconclusive. An excerpt, so the mix of outcomes need not match the whole.

SMILES	BLM inh	APEX1 inh	RXFP1 antagonist	POLI inh	Pol beta inh	Tb PGK inh	POLK inh	Anesthetic bind	POLH inh
CC(C)CC(NC(=O)/C(=C\c1ccco1)NC(=O)c1ccco1)C(=O)O (stereo not given)	-1.0%	20.8%	-5.6	20.4%	0.6%	-10.4%	-13.1%	-8.4%	-5.4%
CCCCC(=O)N(c1ccc(C)c(C)c1)C1C=CS(=O)(=O)C1 (stereo not given)	-2.3%	-0.1%	-10.7	6.8%	3.8%	-4.7%[11.5 µM]	-3.9%	-11.9%	3.8%
O=C(CCc1nnc(COc2ccccc2)o1)NCc1ccccc1	7.2%	3.3%	4.9	?	-0.9%	-2.8%	5.1%	-12.9%	-15.8%
CCOc1ccc(NC(=O)C2CC(=O)NC(=Nc3ccc(Cl)c(Cl)c3)S2)cc1 (stereo not given)	-6.8%	nt	nt	-2.7%	2.1%	-0.8%	-7.9%	-6.6%	5.2%
O=C(COC(=O)Cc1cccs1)NCC(=O)Nc1ccc(F)cc1	nt	31.9%	-0.2	59.5%[activator]	nt	-7.0%	1.7%	nt	-18.6%
CC(=O)N1CCCc2cc(S(=O)(=O)N3CCCC(C(=O)NCc4ccc(Cl)cc4)C3)ccc21 (stereo not given)	-1.7%&-1.2%	-12.8%	-4.0&-18.1	11.3%&16.3%	31.9%&-0.4%	-5.1%	0.1%	-16.7%&-11.4%	-11.7%&-16.3%
Cn1c(=O)[nH]c(=O)c2c1nc(N1CCCCCC1)n2CCSc1nc2ccccc2[nH]1	0.1%	20.3%	-7.6	0.3%	16.4%	-6.8%	-6.7%	-5.8%	-23.5%
COc1cc(OC)cc(-n2c(=O)c3sccc3n(Cc3cc(=O)n4c(C)cccc4n3)c2=O)c1	-10.5%	nt	-1.9	0.9%	26.5%	nt	0.9%	2.8%	nt
Cc1ccccc1-c1nc(NC(=O)CSc2ncnc3sc4c(c23)CCCC4)ns1	-4.0%	nt	2.1	10.0%	6.0%	-0.4%	11.2%	-2.0%	-14.7%
COc1ccccc1NC(=O)C1=C(C)Nc2ncnn2C1c1ccc[nH]1 (stereo not given)	-14.0%	nt	nt	79.4µM*	15.8µM*	-21.9%	5.0%[60.1 µM]	-6.9%	31.6µM*
COc1cccc2cc(-c3nnc(SCC(=O)Nc4ccc(NC(C)=O)cc4)n3C)oc12	-6.2%	-17.9%	4.6	32.1%[activator]	0.4%	i	-9.3%	-11.9%	-4.1%
CCOc1ccccc1N1CCN(C(=O)c2ccccc2OCc2c(C)noc2C)CC1	nt	4.2%	4.6	9.3%	nt	-2.3%	12.8%	nt	-13.3%
O=C(NCCN1CCOCC1)c1cccn2c(=O)c3c4c(sc3nc12)CCCC4	-0.8%	2.0%	nt	nt	-7.7%	nt	nt	1.5%	nt
CC(=O)NCCC(=O)Nc1cc(S(=O)(=O)N2CCCCC2)ccc1N1CCN(C)CC1	nt	-2.8%	-4.1	19.9%	nt	-0.1%	-0.3%	nt	4.1%
C=CCNC(=S)NNC(=O)CCC(O)COCCC(C)C (stereo not given)	-0.4%	14.9%	-3.2	40.1%[activator]	12.2%	i	2.1%	-4.4%	-12.8%
CCCCN1CCC(=O)C(C(=O)OCC)=C1C(=O)OCC	nt	nt	nt	3.7%	nt	i	2.9%	nt	-9.0%
COc1ccc(N2CCN(CCNC(=O)CCS(=O)(=O)c3cccc4nsnc34)CC2)cc1	0.9%	0.9%	nt	nt	2.9%	nt	nt	-14.7%	nt
COC(=O)c1ccccc1OCCOc1ccccc1C(=O)OC	-1.4%	-0.1%	3.0	?	26.9%	7.6%	1.1%	-9.3%	2.4%
COc1ccccc1Cn1c(=S)[nH]c2cc(C(=O)NCC(OC)OC)ccc2c1=O	-5.3%	-8.5%	-0.1	36.8%[activator]	20.1%	8.3%	-0.9%	-3.4%	-13.9%
CSc1ccc(Cc2ccc(Cl)cc2Cl)nn1	-1.5%	-4.3%	-5.2	3.6%	19.1%	i	-3.3%	?	3.6%

Record cards, as listed above. Values in the order: BLM inh | APEX1 inh | RXFP1 antagonist | POLI inh | Pol beta inh | Tb PGK inh | POLK inh | Anesthetic bind | POLH inh
O=C(CCc1nnc(COc2ccccc2)o1)NCc1ccccc1 is entered as 7.2% | 3.3% | 4.9 | ? | -0.9% | -2.8% | 5.1% | -12.9% | -15.8%
CCCCC(=O)N(c1ccc(C)c(C)c1)C1C=CS(=O)(=O)C1 (stereo not given) is entered as -2.3% | -0.1% | -10.7 | 6.8% | 3.8% | -4.7%[11.5 µM] | -3.9% | -11.9% | 3.8%

Later entries:
SMILES	BLM inh	APEX1 inh	RXFP1 antagonist	POLI inh	Pol beta inh	Tb PGK inh	POLK inh	Anesthetic bind	POLH inh
CN(C(=O)c1ccccc1Br)C1CCS(=O)(=O)C1 (stereo not given)	nt	-5.8%	20.6	36.8%[activator]	nt	-1.6%	3.0%	nt	0.2%
COc1ccc(NC(=O)c2cc3c(=O)n(C)c4ccccc4c3s2)cc1OC	-8.1%	10.2%	3.3	27.7%	?	-2.3%	-16.6%	-2.3%	?
O=C1CCCN1CCC(=O)N1CCCC(N2CCN(c3ccccc3F)CC2)C1 (stereo not given)	-1.1%	0.2%	-5.7	24.5%	-21.8%	i	-3.4%	-8.0%	-19.6%
CCC(=O)N1CCN(c2ccc(NC(=O)c3cc4ccccc4o3)cc2Cl)CC1	-5.6%	-7.1%	-33.2	-7.2%	-2.0%	-2.1%	-8.7%	-0.3%	-11.6%
COc1ccc2nc(Nc3nc4ccc(NC(C)=O)cc4s3)sc2c1	-10.5%	-3.4%	?	-11.0%	-15.8%	-9.8%	-8.1%	32.0%[activator]	-9.1%
Cc1cc(C)c2c(c1)c1nnc(SCCN3CCOCC3)nc1n2C	-4.4%	24.6%	7.4	-1.8%	-0.8%	nt	-2.0%	-9.0%	-6.0%
Cc1cccc(OC(=O)c2sc(Cl)nc2C)c1	2.9%	5.7%	nt	26.2%	4.4%	-1.5%	-2.3%	5.1%	-19.3%
CC(NC(=O)COC(=O)c1c[nH]c2ccccc12)c1ccccc1 (stereo not given)	nt	-15.5%	-16.8	71.5%[activator]	nt	-1.5%	-11.7%	nt	-2.6%
NC(=O)c1cc(NC(=O)CCCc2nc3ccccc3s2)cc(C(N)=O)c1	-4.3%	-1.0%	-2.8	48.3%[activator]	-14.6%	4.7%	-10.6%	-6.6%	2.3%
CCCCc1nc(Cl)c(C#N)c2c1CCCC2	-2.2%	-4.0%	-5.5	-13.8%	101.3%	1.7%	-22.9%	-0.6%	-13.3%
COc1cc(NC(=O)CN(C)S(=O)(=O)c2ccc3c(c2)CC(C)N3C(C)=O)cc(OC)c1 (stereo not given)	-2.3%	-15.3%	-1.8	19.9%	-1.0%	4.1%	0.0%	-5.7%	-11.4%
Cc1ccc(C(=O)CC2SC(N)=NC2=O)cc1 (stereo not given)	0.5%	1.2%	14.2	9.7%	0.3%	nt	-1.7%	-10.7%	2.0%
CC(=O)Nc1c(C(=O)N2CCOCC2)cnn1-c1ccc(C)c(C)c1	-0.6%	-0.1%	4.8	19.6%	1.3%	3.4%	-6.9%	-4.0%	-13.1%
CCOC(=O)CSc1nc2cc(C(=O)NCC3CCCO3)ccc2c(=O)n1Cc1ccco1 (stereo not given)	-1.2%	-1.6%	-7.5	-1.5%	32.8%	3.7%	-11.0%	-11.6%	-4.0%
CCOc1cc(C(=O)Nc2cccc3ncccc23)cc(OCC)c1OCC	-3.8%	?	1.6	12.3%[58.9 µM]	0.6%	-11.4%	-6.2%	-21.9%	-12.1%
CCC(=O)N(Cc1cc(=O)[nH]c2ccccc12)c1ccc(C)cc1C	-4.8%	34.2%	3.0	34.2%[activator]	-3.4%	i	-1.0%	-0.6%	-19.7%
CC1=CCC(/C=N\Nc2nnc3c(n2)[nH]c2ccccc23)CC1 (stereo not given)	0.6%	1.5%	nt	nt	-29.2%	nt	nt	-0.7%	nt
O=C(COC(=O)/C=C/c1cccc(C(F)(F)F)c1)NC(c1ccccc1)c1ccccc1	1.1%	1.3%	-12.9	9.8%	67.7%	i	4.8%	-3.1%	-15.1%
c1ccc(-c2ccccc2OCCCN2CCOCC2)cc1	3.8%	7.5%	-16.1	40.4%	-13.3%	-3.5%	-15.5%	-9.7%	-16.9%
COc1ccc(CNC(=O)C[C@H]2C[C@H](C(=O)N3CCOCC3)[C@@]3(C)c4[nH]c5cc(CCC(=O)N(C)C)ccc5c4CCN3C2=O)cc1OC	nt	-25.4%	nt	5.6%	nt	-6.6%	0.4%	nt	-5.1%
COc1ccc2c(c1)C(NS(=O)(=O)OCC(Cl)(Cl)Cl)CCC2 (stereo not given)	-11.6%	3.2%	nt	-27.3%	15.5%	i	-2.7%	-23.9%	-10.6%
NC(CC(=O)OC1CCCCC1)C(=O)OC1CCCCC1 (stereo not given)	1.4%	0.8%	-0.8	0.0%	-1.4%	5.9%	0.3%	-0.4%	-10.0%

4 entries drawn at random from the list so far:
SMILES	BLM inh	APEX1 inh	RXFP1 antagonist	POLI inh	Pol beta inh	Tb PGK inh	POLK inh	Anesthetic bind	POLH inh
NC(=O)c1cc(NC(=O)CCCc2nc3ccccc3s2)cc(C(N)=O)c1	-4.3%	-1.0%	-2.8	48.3%[activator]	-14.6%	4.7%	-10.6%	-6.6%	2.3%
COc1ccc(CNC(=O)C[C@H]2C[C@H](C(=O)N3CCOCC3)[C@@]3(C)c4[nH]c5cc(CCC(=O)N(C)C)ccc5c4CCN3C2=O)cc1OC	nt	-25.4%	nt	5.6%	nt	-6.6%	0.4%	nt	-5.1%
Cc1cccc(OC(=O)c2sc(Cl)nc2C)c1	2.9%	5.7%	nt	26.2%	4.4%	-1.5%	-2.3%	5.1%	-19.3%
CC(NC(=O)COC(=O)c1c[nH]c2ccccc12)c1ccccc1 (stereo not given)	nt	-15.5%	-16.8	71.5%[activator]	nt	-1.5%	-11.7%	nt	-2.6%
